Screening data: PubChem, National Center for Advancing Translational Sciences (NCATS)
TRPV1 ag – activates the human vanilloid receptor TRPV1; TRPV1-expressing cells, Fluo-8 calcium influx, agonist mode; Q8NER1; 320,000 tested, 0.19% active; activation, % at 8.33 µM; in the data active = activation above about 80%; inconclusive = between about 30% and that limit; note: 0% is about no effect
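TRPV1-expressing cells were cultured overnight at 35.5C and loaded with Fluo-8 calcium dye for 40 to 90 min at room temperature. After a 10 s baseline, compound was added and calcium influx was read kinetically for 3 min (ex 480/em 520 nm).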
CXXC DNA block – MLL CXXC-DNA interaction inhibition | Potency, µM (highest dose often 115 µM), for the others: top-dose activity change, negative = inhibition, actives largely listed as inhibitors | 290,000 tested, 0.037% active | MLL-CXXC / FITC-HOXA9 DNA fluorescence polarization | Q03164; active = well fitted inhibition curve with a large enough effect in the polarisation, with a control signal flat, not every such curve was filed as active; inconclusive = small, poorly fitted or top-dose-only effect, or effect the other way, or a change in a side signal; inactive = no such curve, though single readings can be large or run the other way; the % refers to the polarisation; note: potency is the fitted concentration of half-maximal effect
Target sequence (Q03164 whole entry, looked up): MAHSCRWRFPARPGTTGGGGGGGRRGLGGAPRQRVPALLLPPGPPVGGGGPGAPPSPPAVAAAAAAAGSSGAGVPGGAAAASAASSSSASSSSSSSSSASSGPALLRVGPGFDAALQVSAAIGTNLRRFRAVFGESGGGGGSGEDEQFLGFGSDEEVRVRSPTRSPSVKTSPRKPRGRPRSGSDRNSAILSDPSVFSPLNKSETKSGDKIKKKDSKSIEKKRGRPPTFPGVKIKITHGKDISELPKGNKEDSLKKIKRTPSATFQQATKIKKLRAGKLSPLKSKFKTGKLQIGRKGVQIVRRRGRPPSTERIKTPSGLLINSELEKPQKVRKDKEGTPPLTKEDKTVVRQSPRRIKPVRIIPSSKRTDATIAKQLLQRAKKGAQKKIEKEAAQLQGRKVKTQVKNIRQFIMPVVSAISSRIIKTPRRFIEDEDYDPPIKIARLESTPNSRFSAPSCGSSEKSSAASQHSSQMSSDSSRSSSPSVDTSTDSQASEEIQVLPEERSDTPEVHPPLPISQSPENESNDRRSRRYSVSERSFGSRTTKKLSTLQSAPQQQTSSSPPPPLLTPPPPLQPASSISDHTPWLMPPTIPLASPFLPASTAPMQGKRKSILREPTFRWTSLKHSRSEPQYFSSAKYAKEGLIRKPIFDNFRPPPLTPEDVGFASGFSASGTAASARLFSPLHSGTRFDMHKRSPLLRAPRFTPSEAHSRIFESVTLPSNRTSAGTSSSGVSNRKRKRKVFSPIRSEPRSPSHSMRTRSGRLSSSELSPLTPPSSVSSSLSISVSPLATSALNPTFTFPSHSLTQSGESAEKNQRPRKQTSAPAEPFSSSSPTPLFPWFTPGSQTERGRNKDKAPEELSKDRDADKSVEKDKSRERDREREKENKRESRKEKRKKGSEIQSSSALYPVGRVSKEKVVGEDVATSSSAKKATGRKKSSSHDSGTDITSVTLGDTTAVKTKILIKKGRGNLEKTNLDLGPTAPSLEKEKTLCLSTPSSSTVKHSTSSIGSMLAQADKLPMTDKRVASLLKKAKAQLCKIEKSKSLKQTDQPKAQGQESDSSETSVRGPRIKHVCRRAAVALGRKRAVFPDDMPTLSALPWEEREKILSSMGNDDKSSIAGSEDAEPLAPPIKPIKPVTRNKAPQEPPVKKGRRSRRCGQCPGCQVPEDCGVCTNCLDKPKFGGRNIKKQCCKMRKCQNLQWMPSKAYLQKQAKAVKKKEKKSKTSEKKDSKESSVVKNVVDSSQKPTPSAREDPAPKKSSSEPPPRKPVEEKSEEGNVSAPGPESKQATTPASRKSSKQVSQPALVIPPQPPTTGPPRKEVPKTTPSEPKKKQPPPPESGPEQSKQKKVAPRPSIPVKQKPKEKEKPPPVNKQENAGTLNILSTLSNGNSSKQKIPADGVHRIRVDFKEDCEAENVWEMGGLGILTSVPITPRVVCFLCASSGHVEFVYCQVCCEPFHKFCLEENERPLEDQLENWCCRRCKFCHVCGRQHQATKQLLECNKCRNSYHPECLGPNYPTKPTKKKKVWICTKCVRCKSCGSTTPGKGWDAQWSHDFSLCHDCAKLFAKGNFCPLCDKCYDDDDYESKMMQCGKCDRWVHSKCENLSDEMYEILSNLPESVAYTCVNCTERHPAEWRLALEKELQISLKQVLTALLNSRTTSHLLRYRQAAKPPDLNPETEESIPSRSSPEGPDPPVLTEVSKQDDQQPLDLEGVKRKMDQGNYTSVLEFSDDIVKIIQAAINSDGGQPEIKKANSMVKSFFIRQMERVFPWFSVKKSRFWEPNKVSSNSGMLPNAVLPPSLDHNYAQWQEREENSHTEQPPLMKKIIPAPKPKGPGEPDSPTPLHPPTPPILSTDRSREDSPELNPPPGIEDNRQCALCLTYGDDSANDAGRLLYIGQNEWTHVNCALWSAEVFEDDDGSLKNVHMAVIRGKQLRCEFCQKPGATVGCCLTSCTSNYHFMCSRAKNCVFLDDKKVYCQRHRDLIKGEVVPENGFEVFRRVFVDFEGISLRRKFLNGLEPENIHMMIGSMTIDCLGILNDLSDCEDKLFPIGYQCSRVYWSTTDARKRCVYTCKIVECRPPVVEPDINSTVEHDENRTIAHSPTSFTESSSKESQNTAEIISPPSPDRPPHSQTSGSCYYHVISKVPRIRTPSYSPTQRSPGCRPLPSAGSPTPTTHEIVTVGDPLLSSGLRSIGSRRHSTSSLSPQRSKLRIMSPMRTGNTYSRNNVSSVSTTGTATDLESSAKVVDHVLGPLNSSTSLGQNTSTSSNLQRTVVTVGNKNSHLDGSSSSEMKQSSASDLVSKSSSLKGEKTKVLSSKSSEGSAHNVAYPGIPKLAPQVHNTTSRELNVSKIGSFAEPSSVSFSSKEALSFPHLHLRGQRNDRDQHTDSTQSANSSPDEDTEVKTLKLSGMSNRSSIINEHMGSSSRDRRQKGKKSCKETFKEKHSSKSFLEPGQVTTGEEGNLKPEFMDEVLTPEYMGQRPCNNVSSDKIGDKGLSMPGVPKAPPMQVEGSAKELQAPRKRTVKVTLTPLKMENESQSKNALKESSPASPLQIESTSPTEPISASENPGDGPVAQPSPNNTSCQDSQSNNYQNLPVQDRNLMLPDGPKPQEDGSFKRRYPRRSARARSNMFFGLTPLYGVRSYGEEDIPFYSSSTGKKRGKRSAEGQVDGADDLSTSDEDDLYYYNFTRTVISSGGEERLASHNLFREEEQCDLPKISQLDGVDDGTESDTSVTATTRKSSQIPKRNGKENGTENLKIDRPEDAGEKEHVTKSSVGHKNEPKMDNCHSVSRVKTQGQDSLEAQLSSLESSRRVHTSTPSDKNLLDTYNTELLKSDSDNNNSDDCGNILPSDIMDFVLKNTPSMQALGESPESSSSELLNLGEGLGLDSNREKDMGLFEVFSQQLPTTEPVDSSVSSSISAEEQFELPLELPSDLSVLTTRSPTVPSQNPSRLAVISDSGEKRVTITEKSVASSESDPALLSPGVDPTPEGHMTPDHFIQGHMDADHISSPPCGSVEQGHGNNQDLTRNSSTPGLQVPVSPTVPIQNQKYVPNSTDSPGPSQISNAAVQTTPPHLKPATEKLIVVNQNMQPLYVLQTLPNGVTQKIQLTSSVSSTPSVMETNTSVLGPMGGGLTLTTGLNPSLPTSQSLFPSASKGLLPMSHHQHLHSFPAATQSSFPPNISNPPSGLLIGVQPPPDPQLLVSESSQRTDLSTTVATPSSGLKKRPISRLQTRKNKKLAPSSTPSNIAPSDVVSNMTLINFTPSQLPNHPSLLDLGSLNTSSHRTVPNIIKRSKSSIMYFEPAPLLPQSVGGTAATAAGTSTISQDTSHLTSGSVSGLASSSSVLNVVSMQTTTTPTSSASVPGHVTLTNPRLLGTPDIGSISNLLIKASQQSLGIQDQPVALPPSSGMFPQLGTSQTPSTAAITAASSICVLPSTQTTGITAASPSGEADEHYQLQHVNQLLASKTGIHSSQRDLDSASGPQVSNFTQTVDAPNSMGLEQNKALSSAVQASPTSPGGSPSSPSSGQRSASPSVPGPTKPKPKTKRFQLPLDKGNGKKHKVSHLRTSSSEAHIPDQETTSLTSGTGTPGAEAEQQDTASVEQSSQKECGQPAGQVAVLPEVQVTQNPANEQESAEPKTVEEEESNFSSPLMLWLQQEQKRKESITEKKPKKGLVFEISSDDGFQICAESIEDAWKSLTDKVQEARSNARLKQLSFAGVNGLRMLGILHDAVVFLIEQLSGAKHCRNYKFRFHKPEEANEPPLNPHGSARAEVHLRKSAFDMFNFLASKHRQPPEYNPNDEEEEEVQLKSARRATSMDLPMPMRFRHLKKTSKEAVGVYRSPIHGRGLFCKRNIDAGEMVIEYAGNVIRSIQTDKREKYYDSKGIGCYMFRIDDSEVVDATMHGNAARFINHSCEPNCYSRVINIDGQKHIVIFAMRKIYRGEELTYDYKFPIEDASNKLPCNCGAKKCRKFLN
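Fluorescence polarization: 7 uM MLL-CXXC (stock) preincubated 5 min with compounds, then 50 nM fluorescein-HOX-A9 DNA (stock) added; 30 min ambient. Buffer 50 mM Tris-HCl pH 7.5, 50 mM NaCl, 1 mM DTT, 0.05% BSA.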
KCNH2 3.1 block – inhibitors of human KCNH2 3.1 potassium channel isoform; U2OS KCNH2 3.1, thallium flux FluxOr; stronger effect = lower value; activity change, % (tested at about 1.8 µM); 340,000 tested, 0.95% active; AID 720553;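 active = maximum activity change below -70%; inconclusive = maximum activity change from -70% to -50%; inactive = maximum activity change above -50%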;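 note: thallium influx rate constant from kinetic fluorescence after stimulation buffer; % is set by controls: 0 for no effect and ±100 for the full control effect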
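Kinetic fluorescence (2 min after stimulation buffer) measures Tl+ influx through KCNH2 3.1 expressed by viral transduction in U2OS cells; the rate constant is normalized against DMSO controls serving as positive and negative references.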
a7 integrin act – integrin-mediated muscular dystrophy alleviation activation. alpha7betagal myoblasts, beta-gal FDG fluorescence, 48 h. AID 624291. 350,000 tested, 0.064% active. Potency, µM (top dose mostly 38.3 µM), without a hit: top-dose activation, usual class: activators;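 note: potency is the fitted concentration of half-maximal effect; 100% = response of the positive control SU9516; nearly all actives have a fitted effect of over 60% in size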
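alpha7betagal+/- myoblasts (passage 13, 250/well) treated 48 h at 37C with compounds at 1:260 dilution of DMSO stock. Lysed, then beta-galactosidase activity read as FDG fluorescence (ex 480/em 540) after 30 min, with pre-read for autofluorescence.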
GALK inh – galactokinase (human) inhibition; 270,000 tested, 0.007% active; Potency, µM (doses to about 57.5 µM), for inactives: at the highest dose activity change, negative = inhibition, usual class: inhibitors; Purified GALK, Kinase-Glo residual ATP luminescence; P51570; note: potency is the fitted concentration of half-maximal effect; % is set by controls: 0 for no effect and ±100 for the full control effect
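ATP-depletion format; final 35 uM ATP, 100 uM D-galactose, 5 nM enzyme; pH 8.0 HEPES/Mg2+ buffer; 60 min RT; luminescence read 10 min after detection reagent.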
KCNH2 WT inh – blocks the wildtype human KCNH2 potassium channel; 340,000 tested, 0.37% active; activity change, % at 1.84 µM; Q12809; U2OS, BacMam KCNH2, thallium flux FluxOr; stronger effect = lower value;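 active = maximum activity change below -70%; inconclusive = maximum activity change between -70% and -50%; inactive = maximum activity change above -50%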; note: % is set by controls: 0 for no effect and ±100 for the full control effect
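U2OS cells were transduced with wild-type KCNH2 virus (2.03 x 10^8 / mL) for 4 h at room temperature, then cultured overnight at 37 C. Thallium flux was read with FluxOr dye. Rate constants were normalized to DMSO controls.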
AT treatment – potential ataxia-telangiectasia treatment. […] A-T fibroblasts, KAP-1 phosphorylation AlphaLISA; neocarzinostatin DNA damage 30 min before lysis. Potency, µM (top dose mostly 57.5 µM), for inactives: at the top dose activation, actives largely listed as activators. 320,000 tested, 0.19% active; note: potency is the fitted concentration of half-maximal effect; % of control where 0% means no effect; nearly all actives have a fitted effect of over 45% in size
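ATM-like activity read as KAP-1 phosphorylation via AlphaLISA donor/acceptor antibody pairs after lysis and 6 hr at 25C. Cells were ATM-null patient fibroblasts ([…], hTERT), dosed 60 min, then exposed to the DSB inducer NCS for 30 min.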
S-ASM inh – blocks human secretory acid sphingomyelinase; placental ASM, HMU-PC fluorogenic substrate, 60 min; 340,000 tested, 0.006% active; Potency, µM (doses to about 57.5 µM), for the others: at the top dose activity change, negative = inhibition, hits mostly inhibitors; AID 504937; note: potency is the fitted concentration of half-maximal effect
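Steps: dispense placental human ASM, pin compound, wait 10 min at room temperature, add HMU-PC0 substrate at 9 uM final, incubate 60 min at 37 °C, add stop solution raising pH to 10, read fluorescence.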
Coupling enz – counter-screen for Giardia aldolase inhibitors: coupling enzyme system. coupling enzyme system counterscreen, AmpLite Red fluorescence. activity change, negative = inhibition, % at 58.2 µM, hits read low. 290,000 tested, 0.67% active. AID 2472; in the data active = activity change below about -30%; note: % is set by controls: 0 for no effect and ±100 for the full control effect
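Fluorescence at 525 nm excitation and 598 nm emission measured inhibition of the coupled detection system without aldolase. Compounds (at 57.5 uM final) were preincubated 10 min at room temperature with coupling enzyme reagent before a 20 min substrate/AmpLite Red step.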
MBNL1 CUG block – blocks human MBNL1 binding to CUG repeat RNA; 280,000 tested, 0.036% active; Potency, µM (doses to about 57.5 µM), for the others: at the highest dose activity change, negative = inhibition, hits mostly inhibitors; TR-FRET MBNL1-His/biotin-(CUG)12 binding, 665/545 ratio; active = well fitted inhibition curve with a large enough effect in the signal ratio, with a control signal flat, not every such curve was filed as active; inconclusive = small, poorly fitted or top-dose-only effect, or effect the other way, or a change in a side signal; inactive = no such curve, though single readings can be large or run the other way; the % refers to the signal ratio; note: potency is the fitted concentration of half-maximal effect; % is set by controls: 0 for no effect and ±100 for the full control effect
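Inhibition of protein-RNA binding appears as loss of TR-FRET between terbium anti-His antibody on MBNL1-His and streptavidin-XL665 on biotin-(CUG)12. Activity is normalized to buffer-only and uninhibited-complex controls.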
Active calls of the source: *; ? = inconclusive; . = no result given; [ ] = remark or other dose. Unless noted, calls come from the whole dose curve; as a rule, active = well fitted curve in the direction sought with a large enough effect; inconclusive = small, poorly fitted or top-dose-only effect, or another doubt; inactive = no such curve, though single readings can be large; an effect the other way counts as inactive or inconclusive.

SMILES | TRPV1 ag | CXXC DNA block | KCNH2 3.1 block | a7 integrin act | GALK inh | KCNH2 WT inh | AT treatment | S-ASM inh | Coupling enz | MBNL1 CUG block
CCCCC(c1nnnn1Cc1ccco1)N1CCN(c2nc3ccccc3s2)CC1 (configuration not stated) | 0 | 1% | -29 | 14% | 5% | 14 | -1% | -16% | 1 | -6%
O=C(COC(=O)Cn1nc(-c2ccccc2)oc1=O)Nc1ccc(F)cc1 | 10 | . | -8 | -16% | . | -11 | -9% | -4% | . | .
COc1ccc(CCNc2oc(Cc3ccccc3)nc2C#N)cc1OC | 22 | 4% | 24 | 14% | -5% | 0 | 0% | -3% | 0 | -1%
O=C(COC(=O)c1ccc(O)cc1)Nc1ccc(S(=O)(=O)N2CCCC2)cc1 | . | . | 13 | -15% | . | 3 | 26% | -5% | . | .
CCOC(=O)[C@@H]1[C@H]2COc3cc(OC)ccc3[C@H]2N2C(=O)N(c3ccc(Br)cc3)C(=O)[C@]12C | . | . | -2 | -5% | . | -16 | 2% | -3% | . | .
CCCCCCCCCCCC(=O)NC1CCS(=O)(=O)C1 (configuration not stated) | ? | 6% | 2 | 0% | -1% | -15 | -4% | -18% | -3 | -11%
Clc1ccc(COn2c(-c3ccccc3)nc3ccccc32)cc1 | ? | 36%[activator] | -14 | 26%[7.66 µM] | 0% | 3 | -1% | -15% | -6 | -7%
O=C(O)c1nc2nc(Cl)c(Cl)nc2[nH]1 | -5 | -5% | 1 | 4% | -2% | -9 | 1% | 4% | 2 | -7%
O=C(COC(=O)CNC(=O)c1ccc(Cl)cc1Cl)Nc1ccc(N2CCOCC2)cc1 | 1 | 13% | -4 | 23% | 13% | 5 | -1% | 0% | 3 | 0%
Nc1c(-c2ccccc2)c(CSc2nc3ccccc3[nH]2)nn1-c1ccc(C(=O)O)cc1 | 2 | 7% | -8 | -10% | 0% | . | -1% | 1% | 6 | -2%
Cc1onc(-c2ccccc2Cl)c1C(=O)OCC(=O)N1CCC(C)CC1 | . | . | 8 | -12% | . | 13 | 4% | 1% | . | .
COc1ccccc1N1CCN(CC(=O)Nc2cc(F)ccc2C)CC1 | 6 | -5% | -3 | 19% | 0% | 6 | -1% | 0% | 1 | 1%
COc1ccc(-n2c(Cc3cccn3C)nnc2SCC(=O)Nc2ccc(C)c(Cl)c2)cc1 | -4 | 1% | 7 | 11% | 0% | -5 | 6% | ? | 0 | 1%
COc1cc(CNc2ccc3[nH]c(=O)[nH]c3c2)ccc1OCC(=O)NC(C)(C)C | 2 | 30%[activator] | 4 | 12% | -5% | 3 | 2% | -2% | -30* | 19%
CCCn1c(N)c(C(=O)CSc2nnc(C3CC3)n2Cc2ccccc2)c(=O)[nH]c1=O | 7 | 4% | -4 | -8% | 3% | -1 | . | 0% | -1 | 0%
COCCN1CCN(c2c(C)c(C)nc3cc(-c4cccc(OC)c4)nn23)CC1 | . | . | -10 | 13% | . | 5 | . | -5% | . | .
COc1cccc(NC(=O)C2C3C=CC4(O3)C2C(=O)N(C2CC2)C4C(=O)NC2CCCCC2C)c1 (configuration not stated) | 0 | -3% | -8 | 19% | 0% | -7 | 7% | 2% | 3 | -7%
Cc1nn(-c2ccccc2)c2nc(-c3ccncc3)cc(C(=O)NCc3ccco3)c12 | ? | -9% | -7 | -18% | 0% | -6 | -10% | 7% | 0 | 12%
CC(C)OP(=O)(c1ccc(N(C)C)cc1)C(Nc1ccccc1)c1ccccc1 (configuration not stated) | . | -13% | -3 | 5% | -1% | -1 | 5% | -2% | 0 | .
CCC/C(O)=C1\C(=O)CC(C)(C)CC1=Nc1ccccc1O | 27 | -14% | 15 | -24% | 1% | 8 | -1%[11.5 µM] | -2% | -1 | -2%
Cn1cnc2cc(NCc3cccs3)ccc21 | -4 | -1% | 8 | ? | 0% | -16 | 1% | 15% | 1 | 3%
O=C(NCc1ccco1)c1ccc(Cn2c(=O)c3sccc3n(Cc3cccc(F)c3)c2=O)cc1 | -5 | -13% | -3 | -4% | 2% | -10 | -2% | -8% | 2 | 13%
COc1cc(CNCc2cccs2)ccc1OCC(N)=O | . | -1% | -8 | 9% | 1% | 7 | 0% | -4% | 0 | -9%
COC(=O)c1ccccc1NC(=O)CSc1nncn1C | -3 | -5% | -3 | 4% | 0% | -5 | 2% | 5% | 0 | -6%
CCCCN(C1CCS(=O)(=O)C1)S(=O)(=O)c1cccs1 (configuration not stated) | 5 | . | -21 | -3% | . | -2 | -7% | 0% | . | .
CC(C)Oc1ccc(C(=O)O)cc1 | -1 | ? | -26 | 22% | 8% | 0 | -2% | -1% | 2 | -7%
COc1cc(/C=N/N2CCN(Cc3ccccc3)CC2)cc(OC)c1OC(C)=O | 3 | 11% | 9 | 13% | -1% | -11 | -3% | 2% | -7 | -5%
Cc1cc(C(=O)CSc2nc3ccccc3[nH]2)c(C)n1Cc1ccco1 | 23 | -1% | 0 | -44% | -5% | 2 | 3% | -5% | 0 | .
CCCC[C@H]1COCCS(=O)(=O)N1Cc1cccc(Cl)c1 | 6 | 1% | 25 | 6% | . | -6 | 5% | 0% | 0 | -9%
COc1cc(CN2CCCCCC2)cc(OC)c1OC | 6 | -4% | 9 | -20% | 4% | 0 | 4% | 2% | 1 | -3%
COc1cccc(OC)c1C(=O)Nc1ccc([N+](=O)[O-])cn1 | 1 | 10% | 2 | -40% | 2% | 1 | 6% | 0% | -1 | ?
O=C(COC(=O)CNC(=O)c1ccccc1F)NCC(F)(F)F | 1 | 20% | -7 | ? | 0% | . | -2% | 6% | 4 | -1%
O=C(COC(=O)/C=C/c1ccccc1)NCC1CCCO1 (configuration not stated) | -1 | 7% | 2 | -31% | 1% | -12 | -10% | 1% | 4 | .
C/C(N)=C(/C#N)C(=O)CSc1nc2cc(Cl)ccc2c(=O)n1Cc1ccco1 | 8 | 3% | -3 | 7% | 1% | 4 | 5% | 3% | 2 | .
Cc1cnc(CN(C)Cc2c(C(=O)N3CCCCCCC3)nc3ccc(Cl)cn23)[nH]1 | 0 | -8% | 4 | 0% | 5% | 2 | 4% | -1% | 1 | -1%
O=C(Nc1ccccn1)C1CCN(C(=O)Nc2ccccc2)CC1 | ? | . | -4 | 23% | . | 18 | 0% | 0% | . | .
ON=Cc1cccn1-c1ccccc1 | -2 | 3% | -2 | 6% | 1% | -7 | -8% | 8% | 2 | 0%
O=C(CCC(=O)N1CCSc2ccccc21)Nc1cccc(F)c1 | 11 | . | -9 | 15% | . | 0 | -2% | -3% | 1 | -9%
O=C(Nc1ccc(C(F)(F)F)cn1)Nc1cccs1 | 5 | 2% | -1 | 22% | -2% | 1 | -1% | -2% | 3 | 7%
COc1cc(OC)cc(C(=O)NC(C(=O)NCc2ccccn2)C(C)C)c1 (configuration not stated) | -3 | . | 7 | 1% | . | -18 | 2% | 3% | . | .
O=C(Cc1ccc(F)cc1)Nc1nc(-c2ccc(F)cc2)cs1 | 104* | 43%[activator] | 4 | 2% | -3% | 15 | 5% | -7% | -2 | -2%
COc1cccc(CNC(=O)CCC2CCCN(C(=O)CCC(F)(F)F)C2)c1 (configuration not stated) | 0 | -8% | -8 | 1% | -1% | -9 | -2% | 1% | -4 | -9%
COC(=O)c1cc(NC(C)=O)ccc1N1CCOCC1 | 3 | 3% | . | 12% | 2% | -1 | 2% | 7% | -3 | -5%
Cn1nnnc1SCC(=O)Nc1cc(S(=O)(=O)N2CCCCC2)ccc1Cl | . | . | -16 | 2% | . | -4 | -4% | 3% | . | .
CCCN1C(=O)/C(=C\c2ccncc2)SC1=Nc1ccccc1 | ? | 10% | -3 | -4% | 0% | 17 | -5% | -9% | 4 | -16%
CCCCCCNC(=O)Cc1ccc(Br)cc1 | -1 | 8% | -5 | 1% | 12% | -3 | -3% | 0% | 2 | -4%
CCSc1nnc(NC(=O)c2nc3nc(C)cc(C)n3n2)s1 | 1 | 0% | 7 | 17% | 0% | -5 | 6% | 0% | -3 | -9%

A section of the results above, for reference:
SMILES | TRPV1 ag | CXXC DNA block | KCNH2 3.1 block | a7 integrin act | GALK inh | KCNH2 WT inh | AT treatment | S-ASM inh | Coupling enz | MBNL1 CUG block
Cn1nnnc1SCC(=O)Nc1cc(S(=O)(=O)N2CCCCC2)ccc1Cl | . | . | -16 | 2% | . | -4 | -4% | 3% | . | .
CCCN1C(=O)/C(=C\c2ccncc2)SC1=Nc1ccccc1 | ? | 10% | -3 | -4% | 0% | 17 | -5% | -9% | 4 | -16%
CCCCCCNC(=O)Cc1ccc(Br)cc1 | -1 | 8% | -5 | 1% | 12% | -3 | -3% | 0% | 2 | -4%
CCSc1nnc(NC(=O)c2nc3nc(C)cc(C)n3n2)s1 | 1 | 0% | 7 | 17% | 0% | -5 | 6% | 0% | -3 | -9%
